JMJD2E inh: inhibitors of human JMJD2E histone demethylase | B2RXH2 | JMJD2E catalytic domain, FDH-coupled NADH fluorescence (FDH is formaldehyde dehydrogenase) | Potency, µM (top dose mostly 57.1 µM), for inactives: top-dose activity change, negative = inhibition, most hits filed as inhibitors | 230,000 tested, 1.6% active; active = well fitted inhibition curve with a large enough effect, not every such curve was filed as active; inconclusive = small, poorly fitted or top-dose-only effect, or another doubt; inactive = no such curve, though single readings can be large or run the other way;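 also: 0% = wells with enzyme and -100% = buffer wells without enzyme; nearly all actives have a fitted effect of over 50% in size; many of its hits are not listed in these tables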
Target sequence (B2RXH2 1-337 limits assumed): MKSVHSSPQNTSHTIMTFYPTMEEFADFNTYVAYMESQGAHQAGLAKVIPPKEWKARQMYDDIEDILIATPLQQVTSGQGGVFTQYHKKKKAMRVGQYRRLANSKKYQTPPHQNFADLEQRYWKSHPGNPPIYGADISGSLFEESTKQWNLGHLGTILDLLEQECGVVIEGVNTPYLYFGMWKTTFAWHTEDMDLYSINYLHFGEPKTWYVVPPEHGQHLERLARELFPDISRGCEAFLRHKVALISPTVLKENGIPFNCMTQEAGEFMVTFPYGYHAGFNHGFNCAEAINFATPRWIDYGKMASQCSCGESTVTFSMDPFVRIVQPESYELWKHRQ
LMNA splice mod: modulators of lamin A splicing; HeLa LMNA splicing GFP/RFP minigene ratio, 48 h; Potency, µM (titrated, usually from 46.1 µM), inactives show top-dose ratio change, negative = inhibition, actives largely listed as inhibitors; 200,000 tested, 0.01% active; AID 1487; active = well fitted inhibition curve with a large enough effect in the signal ratio, with a control signal flat, not every such curve was filed as active; inconclusive = small, poorly fitted or top-dose-only effect, or effect the other way, or a change in a side signal; the % refers to the signal ratio; also: % is scaled to controls: 0 for no effect and ±100 for the full control effect
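S3 HeLa cells stably expressing lamin A-EGFP splicing minigene plus DsRed2, 600 cells/well, 48 h compound exposure at 37C. Laser-scanning cytometry; analysed as GFP (500-530 nm)/RFP (575-640 nm) total intensity ratio; 0.5% DMSO vehicle.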
Tau fibril ThT: blocks human tau fibril formation measured by thioflavin T; P10636; recombinant tau K18 P301L, heparin-induced fibrillization, ThT fluorescence; Potency, µM (top dose mostly 57.4 µM), for the others: at the top dose activity, negative = inhibition, most hits filed as inhibitors; 270,000 tested, 2.1% active; AID 1460; also: % is scaled to controls: 0 for no effect and ±100 for the full control effect; nearly all actives have a fitted effect of over 55% in size
Target sequence (P10636 561-689 P618L limits assumed): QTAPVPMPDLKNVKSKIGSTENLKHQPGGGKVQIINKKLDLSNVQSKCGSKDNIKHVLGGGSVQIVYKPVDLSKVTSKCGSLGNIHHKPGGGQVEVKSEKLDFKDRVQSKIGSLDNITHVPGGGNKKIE
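ThT emission at 510 nm, taken 1 hr after adding 30 uM dye, quantifies aggregates formed when 20 uM heparin acts on human tau K18 P301L for 6 hr at 37 C.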
L3MBTL1 block: blocks human L3MBTL1 | Q9Y468 | 230,000 tested, 0.66% active | Potency, µM (series often up to 57.1 µM), for the others: at the top dose activity, negative = inhibition, most hits filed as inhibitors | AlphaScreen L3MBTL1–H3K9me1 peptide binding; also: % is scaled to controls: 0 for no effect and ±100 for the full control effect; nearly all actives have a fitted effect of over 60% in size
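L3MBTL1 50 nM + b-AHA-H3(1-15)K9me1 75 nM, 30 min RT; compound added, 30 min RT; streptavidin donor/Ni-chelate acceptor beads 10 ug/mL each final, 30 min RT dark; AlphaScreen read.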
Luc counter: counter-screen: inhibitors of Kinase-Glo firefly luciferase | Kinase-Glo luciferase, ATP luminescence, 8 min | Potency, µM (top dose mostly 38.3 µM), for inactives: at the highest dose activity change, negative = inhibition, hits mostly inhibitors | 200,000 tested, 0.28% active | AID 1379; also: % is scaled to controls: 0 for no effect and ±100 for the full control effect; nearly all actives have a fitted effect of over 60% in size
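Compound is pinned into ATP-containing buffer (10 uM ATP, imidazole pH 7.2, 7 mM MgCl2). Kinase-Glo luciferase reagent is then added. Light output is recorded following an 8-min room-temperature incubation.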
RECQ1 inh: RECQ1 (human) helicase inhibition; 240,000 tested, 0.54% active; RECQ1 DNA unwinding, red fluorescence kinetic read; P46063; AID 2549; Potency, µM (top dose mostly 57.3 µM), without a hit: at the highest dose activity, negative = inhibition, usual class: inhibitors;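 also: plate controls were vehicle for no effect and no enzyme for full effect; nearly all actives have a fitted effect of over 30% in size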
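50 nM RECQ1T1 preincubated 15 min with compound in Tris pH 8.0 buffer with MgCl2, DTT, Tween-20 and 2.5 ug/ml poly(dI-dC); started with 200 nM TAMRA/BHQ-2 forked duplex and 2 mM ATP. Unwinding read as fluorescence (525/598 nm), two reads 2 h apart.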
ALDH1A1 block: inhibitors of human aldehyde dehydrogenase 1A1; Potency, µM (top dose mostly 75.3 µM), for the others: top-dose activity, negative = inhibition, actives largely listed as inhibitors; Purified ALDH1A1, NADH fluorescence, propionaldehyde substrate; P00352; 220,000 tested, 7.3% active; active = well fitted inhibition curve with a large enough effect, not every such curve was filed as active; inconclusive = small, poorly fitted or top-dose-only effect, or another doubt; inactive = no such curve, though single readings can be large or run the other way;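 also: plate controls were no enzyme wells and a reference inhibitor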
Target sequence (P00352 whole entry, looked up): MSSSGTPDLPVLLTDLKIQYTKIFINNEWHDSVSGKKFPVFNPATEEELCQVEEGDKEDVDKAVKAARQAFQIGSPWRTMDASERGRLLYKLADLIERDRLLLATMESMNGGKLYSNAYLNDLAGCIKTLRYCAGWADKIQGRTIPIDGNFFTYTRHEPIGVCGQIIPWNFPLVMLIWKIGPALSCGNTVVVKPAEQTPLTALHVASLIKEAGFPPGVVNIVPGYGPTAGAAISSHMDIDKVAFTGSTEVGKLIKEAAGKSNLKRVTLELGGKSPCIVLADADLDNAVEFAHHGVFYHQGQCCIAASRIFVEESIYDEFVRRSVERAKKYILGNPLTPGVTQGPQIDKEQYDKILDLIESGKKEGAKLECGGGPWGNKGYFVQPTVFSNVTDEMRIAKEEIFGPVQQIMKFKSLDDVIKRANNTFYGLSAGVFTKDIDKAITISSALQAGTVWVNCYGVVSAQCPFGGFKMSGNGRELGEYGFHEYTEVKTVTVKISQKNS
SMN2 splice enh: enhancers of SMN2 splice variant expression; HEK293 SMN2-luciferase splicing reporter, luminescence, 30-36 h; Potency, µM (highest dose often 46.1 µM), for inactives: top-dose activity change, positive = activation, most hits filed as activators; 210,000 tested, 2.8% active; also: % of control where 0% means no effect; nearly all actives have a fitted effect of over 55% in size
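HEK293 cells carry an SMN2 minigene-luciferase reporter in which exon 7 inclusion puts luciferase in frame. Cells were seeded at 2000 cells/well, attached for 10-12 hours, then exposed to compounds for 30-36 hours at 37C before ONE-Glo luminescence.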
An asterisk follows results filed as active; & = joins results of further samples; [ ] = dose if it differs, or a comment. Unless noted, calls follow the shape of the dose curve; as a rule, active = well fitted curve in the direction sought with a large enough effect; inconclusive = small, poorly fitted or top-dose-only effect, or another doubt; inactive = no such curve, though single readings can be large; an effect the other way counts as inactive or inconclusive. Potency is read from the fitted curve at half-maximal effect. Some of the compounds tested; rates above refer to the full screens.

Results for O=C(O)c1cccc(CN2C(=O)CSC2=O)c1 ?
JMJD2E inh: -5.5%; LMNA splice mod: 17.2%; Tau fibril ThT: -0.2%; L3MBTL1 block: -3.6%; Luc counter: 7.2%; RECQ1 inh: -8.6%; ALDH1A1 block: 1.2%; SMN2 splice enh: -18.8%

What do the screens show for `COc1ccc(-c2cn(-c3ccc(C)cc3)c(=O)n2CC(=O)Nc2ccc(OC)c(OC)c2)cc1`?
JMJD2E inh: -13.3%; LMNA splice mod: -11.5%; Tau fibril ThT: inconclusive; Luc counter: -2.2%; RECQ1 inh: -11.4%; ALDH1A1 block: inconclusive; SMN2 splice enh: inconclusive

How did CC(C)CN(C(=O)c1ccc(=O)n(C)n1)c1nc2ccccc2s1 do in these assays?
JMJD2E inh: 1.4%; LMNA splice mod: -10.9%; Tau fibril ThT: -5.7%; L3MBTL1 block: -14.6%; Luc counter: -2.3%; RECQ1 inh: 18.4%; ALDH1A1 block: inconclusive; SMN2 splice enh: 20µM*

How did CCOC(=O)N1CCc2c(sc3c2C(=O)NC(c2ccccc2)N3)C1 (stereo not given) do in these assays?
JMJD2E inh: inconclusive; LMNA splice mod: inconclusive; Tau fibril ThT: 28.2µM*; L3MBTL1 block: -5.3%; Luc counter: -4.7%; RECQ1 inh: -11.8%; ALDH1A1 block: inconclusive; SMN2 splice enh: -4.2%

Results for CC(C)CC(=O)Nc1nnc(SCC(=O)Nc2ccc(F)cc2)s1 ?
JMJD2E inh: -20.1%; Tau fibril ThT: -1.3%; L3MBTL1 block: 9.0%; Luc counter: 1.7%; RECQ1 inh: -4.6%; ALDH1A1 block: 11.3%; SMN2 splice enh: 15.6%

Results for CCCCCOC(=O)C1[C@H]2C(=O)N(CCCOC)C[C@]23C=C[C@H]1O3 (stereo not given in full) ?
JMJD2E inh: 0.5%; LMNA splice mod: inconclusive; Tau fibril ThT: -3.7%; L3MBTL1 block: 4.4%; Luc counter: -0.7%; RECQ1 inh: inactive; ALDH1A1 block: -0.5%; SMN2 splice enh: -14.5%

How did CCOC(=O)c1ccc(NC(=O)CSc2nc3cccnc3n2C)cc1 do in these assays?
JMJD2E inh: 0.6%; LMNA splice mod: inconclusive; Tau fibril ThT: inconclusive; L3MBTL1 block: 6.0%; Luc counter: 0.4%; RECQ1 inh: -6.5%; ALDH1A1 block: inconclusive; SMN2 splice enh: -100.5%[inhibitor]

Results for N#C/C(=C\c1ccc(Cl)cc1)c1n[nH]c(Cn2cncn2)n1 ?
JMJD2E inh: inconclusive; LMNA splice mod: 1.2%; Tau fibril ThT: -3.7%; Luc counter: -0.7%; RECQ1 inh: inactive; ALDH1A1 block: 1.4%; SMN2 splice enh: -8.6%

How did CNC(=O)c1cc(C(=O)c2c(Cl)cccc2Cl)c[nH]1 do in these assays?
JMJD2E inh: 8.6%; Tau fibril ThT: 4.4%; L3MBTL1 block: 6.2%; Luc counter: 0.5%; RECQ1 inh: inactive; ALDH1A1 block: 0.5%; SMN2 splice enh: 21.6%

Results for CN1CCN(C(=S)Nc2ccc(Oc3ccccc3)cc2)CC1 ?
JMJD2E inh: 10.7%; Tau fibril ThT: -2.4%; L3MBTL1 block: -4.3%; Luc counter: 1.0%; RECQ1 inh: -15.2%; ALDH1A1 block: -0.2%; SMN2 splice enh: -2.6%

What do the screens show for `CCOc1ccc(C(C)=O)cc1CSc1nnc(-c2ccoc2C)n1N`?
JMJD2E inh: -4.6%; LMNA splice mod: -2.6%; Tau fibril ThT: -14.2%; L3MBTL1 block: -6.7%; Luc counter: 11.2%; RECQ1 inh: inconclusive; ALDH1A1 block: 22.4µM*; SMN2 splice enh: -4.0%

What do the screens show for `CCC1(C)Cc2c(sc(NC(=O)CCC(=O)O)c2C#N)CO1` (stereo not given)?
JMJD2E inh: 6.8%; LMNA splice mod: 1.7%; Tau fibril ThT: -3.0%; L3MBTL1 block: 5.2%; Luc counter: -6.0%; RECQ1 inh: inactive; ALDH1A1 block: 11.0%; SMN2 splice enh: 6.7%

How did COc1cccc(N2CCN(c3c(C#N)c(C(F)(F)F)nn3C)CC2)c1 do in these assays?
JMJD2E inh: 2.7%; LMNA splice mod: inconclusive; Tau fibril ThT: inconclusive; Luc counter: -3.6%; RECQ1 inh: -0.3%; ALDH1A1 block: -0.1%; SMN2 splice enh: -65.1%[inhibitor]

Results for CC(=O)Nc1ccc(S(=O)(=O)NCc2ccc(C(=O)NCc3ccc(Cl)cc3)cc2)cc1 ?
JMJD2E inh: 4.7%; LMNA splice mod: 7.8%; Tau fibril ThT: 1.3%&-11.7%; Luc counter: -1.1%; RECQ1 inh: -14.0%; ALDH1A1 block: 3.3%; SMN2 splice enh: -7.8%&4.1%

What do the screens show for `NCCNc1ccc([N+](=O)[O-])c(NC2CC2)c1`?
JMJD2E inh: 15.9%; LMNA splice mod: 0.3%; Tau fibril ThT: inconclusive; L3MBTL1 block: 4.4%; Luc counter: -4.7%; RECQ1 inh: -2.4%; ALDH1A1 block: -21.1%; SMN2 splice enh: 0.3%

How did CCOCCCNC(=O)C(c1ccc(OC)cc1)N(Cc1ccc2c(c1)OCO2)C(=O)CNC(C)=O (stereo not given) do in these assays?
JMJD2E inh: 3.6%; LMNA splice mod: 3.4%; Tau fibril ThT: -2.1%; L3MBTL1 block: 3.8%; Luc counter: 3.0%; RECQ1 inh: 0.3%; ALDH1A1 block: -0.4%; SMN2 splice enh: -9.4%

Results for O=C(NCc1cccnc1)c1ccc(S(=O)(=O)N2CCCCC2)cc1 ?
JMJD2E inh: 4.6%; LMNA splice mod: -14.1%; Tau fibril ThT: -6.1%; Luc counter: -3.3%; RECQ1 inh: inactive; ALDH1A1 block: -8.2%; SMN2 splice enh: -3.6%

Results for Cc1ccc(C(=O)Nc2cnc3ccccc3c2)cc1 ?
JMJD2E inh: inconclusive; LMNA splice mod: -8.8%; Tau fibril ThT: -9.4%; Luc counter: inconclusive; RECQ1 inh: -13.9%; ALDH1A1 block: 8.8%

What do the screens show for `COc1ccccc1-c1nc(SC)n[nH]1`?
JMJD2E inh: -1.9%; Tau fibril ThT: 3.1%; L3MBTL1 block: 2.4%[11.4 µM]; Luc counter: 1.1%; RECQ1 inh: -3.6%; ALDH1A1 block: 2.3%; SMN2 splice enh: 12.2%

What do the screens show for `CN(C)c1ccc(CN2CCCC(O)C2)cc1` (stereo not given)?
JMJD2E inh: 0.4%; LMNA splice mod: 5.6%; Tau fibril ThT: -2.5%; L3MBTL1 block: 1.5%; Luc counter: 1.7%; RECQ1 inh: -3.9%; ALDH1A1 block: 3.2%; SMN2 splice enh: -0.9%

Results for CCOC(=O)N1CC=C2C(C#N)=C(N)C(C#N)(C#N)[C@H](c3cccs3)[C@H]2C1 ?
JMJD2E inh: inconclusive; LMNA splice mod: -4.4%; Tau fibril ThT: inconclusive; L3MBTL1 block: 0.5%; Luc counter: -0.6%; RECQ1 inh: inactive; ALDH1A1 block: 20µM*; SMN2 splice enh: 13.3%

What do the screens show for `OCCNCC(O)Cn1ccc2ccccc21` (stereo not given)?
JMJD2E inh: 18.5%; LMNA splice mod: 11.9%; Tau fibril ThT: -8.7%; L3MBTL1 block: 3.1%; Luc counter: 3.7%; RECQ1 inh: 3.6%; ALDH1A1 block: 5.6%; SMN2 splice enh: inconclusive

How did CC(C)OC(=O)CC(=O)CSc1nc2c(cc1C#N)CCCCCC2 do in these assays?
JMJD2E inh: inconclusive; LMNA splice mod: -2.8%; Tau fibril ThT: -18.9%; Luc counter: 0.2%; RECQ1 inh: -3.2%; ALDH1A1 block: inconclusive; SMN2 splice enh: 22.3%

Results for COc1ccc2c(c1)C(=O)[C@@H](OC(=O)N[C@H](C)C1CCCCC1)[C@H](c1ccc(OC)c(Br)c1)O2 ?
JMJD2E inh: -18.3%; Tau fibril ThT: -1.0%; Luc counter: -1.2%; RECQ1 inh: inactive; ALDH1A1 block: -2.8%; SMN2 splice enh: 8.4%

How did COc1ccc(S(=O)(=O)N2CCCCCC2)cc1C(=O)OCC(=O)Nc1cc(C)on1 do in these assays?
JMJD2E inh: 9.1%; LMNA splice mod: -21.9%[46 µM]; Tau fibril ThT: -5.8%; L3MBTL1 block: 11.1%; Luc counter: -4.0%; RECQ1 inh: -8.9%; ALDH1A1 block: 31.2%[activator]; SMN2 splice enh: -0.3%

What do the screens show for `Cc1ccc(Nc2ccc(-n3ccnc3)nn2)cc1C`?
JMJD2E inh: 3.4%; LMNA splice mod: 3.7%; Tau fibril ThT: inconclusive; L3MBTL1 block: 0.8%; Luc counter: -0.5%; RECQ1 inh: -6.7%; ALDH1A1 block: -1.1%; SMN2 splice enh: -1.8%

What do the screens show for `COCCn1nnnc1CN1CCOCC1`?
JMJD2E inh: 1.7%; LMNA splice mod: 7.6%; Tau fibril ThT: 1.4%; L3MBTL1 block: 4.7%; Luc counter: -5.1%; RECQ1 inh: -4.2%; ALDH1A1 block: -4.2%; SMN2 splice enh: -16.9%

Results for Cc1cccc(C(CC(=O)N2CCCC2)c2ccccc2)c1O (stereo not given) ?
JMJD2E inh: 8.0%; LMNA splice mod: 1.8%; Tau fibril ThT: -7.4%; L3MBTL1 block: -3.3%; Luc counter: 0.7%; RECQ1 inh: -8.9%; ALDH1A1 block: -0.8%; SMN2 splice enh: -4.6%

What do the screens show for `COc1ccc(/C=N/NC(=S)Nc2ccccc2)cc1COc1ccc(F)cc1`?
JMJD2E inh: -5.6%; LMNA splice mod: 10.2%; Tau fibril ThT: 0.8%; L3MBTL1 block: -6.2%; Luc counter: 1.2%; RECQ1 inh: inactive; ALDH1A1 block: inconclusive; SMN2 splice enh: 3.3%

What do the screens show for `Cc1cccnc1NC(=S)NC(=O)c1cncc(Br)c1`?
JMJD2E inh: -0.9%; LMNA splice mod: 9.2%; Tau fibril ThT: 0.4%; L3MBTL1 block: 5.8%; Luc counter: -0.5%; RECQ1 inh: -0.4%; ALDH1A1 block: 13.9%; SMN2 splice enh: 14.3%

Screening data from PubChem.
